Screening data as filed in PubChem.
PriA SSB inh = K. pneumoniae PriA-SSBct interaction inhibition. AlphaScreen SSBct-PriA binding, biotinylated peptide. inhibition, % at 33 µM. 430,000 tested, 0.6% active; in the data active means inhibition mostly above about 37%, no sharp cut-off; inactive means mostly below about 20%;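 further: plate controls were negative control peptide for no effect and reference peptide for full effect; strong numbers were not always called active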
CCHF vOTU inh = CCHFV vOTU protease inhibition; AID 651958; inhibition, % at 11.5 µM; 370,000 tested, 0.55% active; Pep-AMC fluorescence; in the data active means inhibition above about 30%; further: 0% = vehicle wells with enzyme and 100% = no enzyme wells
Anthrax LF prot = blocks Bacillus anthracis lethal factor protease | multiplex microsphere protease cleavage assay, LF | inhibition, % at 10 µM | 360,000 tested, 0.12% active | P15917; further: plate controls were buffer without enzyme for full effect and enzyme alone for no effect
Vc quorum ag = induces V. cholerae light production without autoinducers | V. cholerae BH1578 lux reporter, luminescence, 6 h | activation, % at 18.7 µM | 350,000 tested, 0.16% active | AID 588436; in the data active means activation mostly above about 9.7%, no sharp cut-off; inconclusive means no clear call, values can overlap the other calls; inactive means mostly below about 3.7%; further: not every result past the cut was called active; inactives centre near 0; reference of the scale not given here
BoNT-A LC inh2 = blocks Botulinum neurotoxin A light chain protease; AID 588499; multiplex microsphere protease substrate cleavage, flow cytometry; inhibition, % at 10 µM; 360,000 tested, 0.17% active; further: plate controls were buffer without enzyme for full effect and enzyme alone for no effect
SARS 3CLpro inh = SARS-CoV 3CLpro protease inhibition | P0C6X7 | recombinant SARS-CoV 3CLpro, quenched FRET peptide cleavage | inhibition, % at 6 µM | 290,000 tested, 0.14% active | AID 1706; in the data active means inhibition above about 12%
PfHsp40 yeast = restores yeast growth despite PfHsp40 toxicity. S. cerevisiae expressing PfHsp40, growth rescue, ATP luminescence. growth rescue, % at 12.5 µM. 340,000 tested, 0.68% active; in the data active means growth rescue above about 28%, passing the limit was not always enough; inconclusive means no clear call, values can overlap the other calls;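 further: yeast W303a lacking pdr1 and pdr3 grown in galactose medium; growth measured after three days at 30 °C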
VHR inh abs = DUSP3 (human) phosphatase inhibition; recombinant VHR phosphatase, pNPP absorbance; inhibition, % at 13.3 µM; 290,000 tested, 0.52% active; in the data active means inhibition above about 50%; further: some compounds called inactive have numbers as strong as hits
Y pestis TopoI = blocks Yersinia pestis topoisomerase I activity; Y. pestis Topo-I cleavage product accumulation, plate reader; activity, % at 10 µM; 360,000 tested, 0.064% active; AID 504884; in the data active means activity above about 50%, passing the limit was not always enough; inconclusive means no clear call, values can overlap the other calls; further: inactives centre near 2
TcdB GH inh = inhibitors of Clostridioides difficile toxin B glycohydrolase. P18177. TcdB glycohydrolase enzymatic assay, plate reader. inhibition, % at 9.99 µM. 350,000 tested, 0.24% active. AID 652162; in the data active means inhibition above about 10%
* hit, by the source's call; i = inactive; ? = inconclusive; · = no result given; & = joins results of further samples. Unless noted, no stated cut-off is given here; in the data, active means inhibition above about 30%; inconclusive means no clear call, values can overlap the other calls; inactive means below that. An excerpt; count on the stated rates, not on these rows.

#	compound	PriA SSB inh	CCHF vOTU inh	Anthrax LF prot	Vc quorum ag	BoNT-A LC inh2
1	COc1ccccc1-c1nc(C#N)c(NCCCn2ccnc2)o1	-5	-83	-16	-0.4	-1.3
2	CCCn1c(SCC(=O)C(C)(C)C)nc2ccccc21	-20	-6	-1	-0.3	-0.3
3	O=C(O)CCC(=O)Nc1ccc(Cc2ccc(NC(=O)CCC(=O)O)c(O)c2)cc1O	7	-7	-23	i	-2.5
4	CC1CCN(S(=O)(=O)c2ccc(NC(=O)CCN3C(=O)C4CC=CCC4C3=O)cc2)CC1 (stereo not drawn)	6	4	2	-0.3	2.3
5	COc1cc(CC(=O)Nc2cccc(S(=O)(=O)N(C)c3ccccc3)c2)cc(OC)c1OC	-5	7	-5	i	-2.3
6	CNc1ccc(C(=O)OCC(=O)Nc2ccnn2C(C)C)cc1[N+](=O)[O-]	11	-5	-4	2.6	-0.4
7	CCOC(=O)CC(c1ccc(N)cc1)n1c(C)ccc1C (stereo not drawn)	-3	-5	-6	i	-0.2
8	Cc1cccc(N(Cc2ccccc2)C(=O)c2cc(S(=O)(=O)N3CCOCC3)ccc2Cl)c1	5	-1	-2	-0.7	-4.4
9	CCOc1ccc(NC(=O)CCc2c(C)nn(-c3ccc(N4CCCCC4)nn3)c2C)cc1	-9	-5	-4	i	1.5
10	Cc1ccc(-c2nn[nH]n2)cc1	-6	-5	-3	i	-0.2
11	CCN(CC)C(=O)c1ccc2nc3ccccc3nc2c1	-2	-3	-1	2.5	0.4
12	CC(C)(C)OC(=O)N1CCC(NC(=O)c2nc[nH]c2C(=O)N2CCN(C(=O)OC(C)(C)C)CC2)CC1	-5	0	3	i	-0.3

#	SARS 3CLpro inh	PfHsp40 yeast	VHR inh abs	Y pestis TopoI	TcdB GH inh
1	3	0.0	29	-2	1.8
2	6	-1.7	17	9	·
3	-10	1.0	6	2	·
4	·	0.7	·	17	-1.0
5	·	0.1	·	3	1.3
6	·	0.0	·	-10	-3.2
7	1	-0.5	35	4	0.5
8	·	4.0	·	21	-2.4
9	1	0.5	18	3	0.1
10	-3	0.9	6	6	·
11	-3	-2.1	37	-6	1.0
12	·	-0.5	·	5	1.3

(listing goes on)
#	compound	PriA SSB inh	CCHF vOTU inh	Anthrax LF prot	Vc quorum ag	BoNT-A LC inh2
13	Cc1c(C(=O)Nc2ccccc2)csc1-c1ccccc1	-14	-1	1	i	-0.8
14	CCNC(=O)C1(C)CCCN1C(=O)c1c(F)cccc1F (stereo not drawn)	·	-7	-3	-0.4	-0.3
15	O=S(=O)(c1ccc(Br)s1)n1cccn1	-19	14	-1	-0.2	?
16	O=C(Nc1ncc2c(n1)-c1ccccc1OC2)c1cccc([N+](=O)[O-])c1	-9	-10	2	-0.3	-0.4
17	CN1C(=O)CSC1=Nc1ccc(F)cc1	2	17	1	-0.2	-6.4
18	Cn1nnnc1SCC(=O)Nc1nc2c(F)c(F)c(F)cc2s1	-5	-3	-5	-1.0	0.1
19	COC(=O)CON1C(=O)c2ccccc2C1=O	1	-10	-1	i	0.3
20	COc1ccc(-n2c(=O)c3c(C)c(C)sc3n(Cc3ccc(F)cc3)c2=O)c(OC)c1	12	-7	-5	i	-1.7
21	Cc1nc(NC(=O)CSc2nnc(C3CC3)n2C)sc1C	4	-18	1	i	-2.4
22	OC1(c2ccccc2)CCN(Cc2ccccc2)C2CCCCC21 (stereo not drawn)	-2	10	0	-0.3	1.0
23	CC(Oc1ccc(Cl)cc1Cl)C(=O)NNC(=O)[C@@H]1CCCC[C@@H]1C(=O)O (stereo partly drawn)	3	0	-4	-1.7	0.1
24	CCOC(=O)CNC(=O)N(C)[C@H]1C[C@H]2c3[nH]c4ccccc4c3CCN2C[C@H]1[C@H](C)O	·	-8	2	·	4.4

#	SARS 3CLpro inh	PfHsp40 yeast	VHR inh abs	Y pestis TopoI	TcdB GH inh
13	4	0.0	-3	4	·
14	·	·	·	6	0.5
15	-1	0.3	11	2	·
16	-4	11	14	0	1.3
17	4	-0.8	8	-6	-0.3
18	·	5.5	·	-3	0.6
19	2	-1.4	-15	-2	·
20	3	1.2	-17	1	1.1
21	6	-1.2	28	-4	0.7
22	0	1.9	7	-1	·
23	1	0.0	26	4	1.1
24	·	·	·	·	0.5

Following part:
#	compound	PriA SSB inh	CCHF vOTU inh	Anthrax LF prot	Vc quorum ag	BoNT-A LC inh2
25	CCCCn1c(=O)c(C(=O)NCc2ccc(Cl)cc2)c(O)c2ccccc21	14	-9	-1	0.3	-2.1
26	COc1ccc2[nH]c3c(c2c1)CCN1C(=O)N([C@@H](C)C(=O)NCc2ccc(F)cc2)C(=O)[C@]31C	7	-3	-7	-0.3	0.5
27	Cc1ccc(NC(=O)CCN2C(=O)C3C4CCC(C4)C3C2=O)cc1[N+](=O)[O-] (stereo not drawn)	2	2	-3	-0.1	1.2
28	Cc1occc1-c1nnc(SCC(=O)Nc2ccccc2-c2ccccc2)n1C	-4	0	2	-0.3	0.6
29	CN(CC(O)Cn1c2ccccc2c2ccccc21)S(C)(=O)=O (stereo not drawn)	-6	-14	-3	-0.3	-1.0
30	COc1ccc(/C=C(\NC(=O)c2ccc(C)cc2)C(=O)N2CCCCC2)cc1	4	9	-6	-0.3	-0.7
31	Cc1ccc(C)c(S(=O)(=O)N2CCN(C(=O)c3ccc(N4CCCC4)c([N+](=O)[O-])c3)CC2)c1	36	-2	-4	-0.6	0.8
32	COc1cc(OC)cc(C(=O)N[C@H](C(=O)OCC(=O)Nc2cccc(F)c2)C(C)C)c1	-3	4	-1	-0.3	-1.2
33	CN(C)c1ccc(-c2ccc3c(=O)c4ccccc4n(C)c3c2)cn1	-2	-14	1	i	1.9
34	CC(=O)n1c2ccccc2c2nc3ccccc3nc21	-10	·	12	i	1.7
35	Cc1cc(C)n2nc3nc(N4CCCCC4)nc(-c4ccco4)c3c2n1	-4	·	7	i	2.8
36	CCC(C)(C)n1nnnc1C(c1cc2ccc(OC)cc2[nH]c1=O)N1CCCCC1 (stereo not drawn)	-11	-2	-6	-0.2	2.2

#	SARS 3CLpro inh	PfHsp40 yeast	VHR inh abs	Y pestis TopoI	TcdB GH inh
25	3	3.1	-12	8	0.9
26	2	-0.2	21	10	·
27	-2	-0.1	-2	5	0.1
28	-1	1.2	19	14	·
29	-2	0.1	9	-9	2.9
30	0	-0.9	20	3	2.0
31	13*	2.1	-3	37	0.8
32	8	0.2	-7	11	·
33	-12	-0.6	-14	-1	-0.2
34	1	0.6	8	10	·
35	·	0.6	10	3	·
36	-3	1.3	21	7	·

(listing goes on)
#	compound	PriA SSB inh	CCHF vOTU inh	Anthrax LF prot	Vc quorum ag	BoNT-A LC inh2
37	COc1ccc(Cc2nc3ccc(C(=O)N4CCN(C)C(C)C4)cc3o2)cc1OC (stereo not drawn)	-9	-3	3	-0.3	0.7
38	O=[N+]([O-])c1cc(C(F)(F)F)ccc1NCCOc1ccccc1	-5	5	0	-0.2	-0.5
39	Cc1ccc(-c2nnc(NC3CCCC3)s2)cc1	-11	-1	9	-0.4	2.2
40	Cc1ccc(S(=O)(=O)CC(=O)NCc2ccc(Cl)cc2)cc1	-5	-2	-4	i	-2.2
41	CC1(C)NC(=O)N(CC(O)CN2C(=O)NC(C)(C)C2=O)C1=O	-5	-1	-2	i	-0.2
42	CC(C)(C)c1ccc(S(=O)(=O)NC(=O)C2(C)CCN2C(=O)Cc2cccc3ccccc23)cc1 (stereo not drawn)	·	18	-4	i	-0.3
43	O=C(O)c1cc(-c2ccc3c(c2)OCCO3)n[nH]1	-20	-5	5	i	0.5
44	COc1ccccc1CNC(=O)CC1Sc2ccccc2NC1=O (stereo not drawn)	4	3	0	i	-0.1
45	O=C(NNC(=O)C1CCC1)c1ccc(Cl)cc1	-8	-16	1	-0.4	0.3
46	Cc1cc(C)nc(N2CCN(c3ccc(F)cc3)CC2)n1	3	9	1	-1.5	-1.4
47	CCOC(=O)C1=C(C)N(C)C(=S)N(C)C1c1ccc(OC)cc1 (stereo not drawn)	3	-1	1	i	-0.4
48	CCC(C)Sc1nc2c(c(=O)[nH]c(=O)n2C)n1CC(O)COc1ccccc1C (stereo not drawn)	-13	4	8	-0.4	3.1

#	SARS 3CLpro inh	PfHsp40 yeast	VHR inh abs	Y pestis TopoI	TcdB GH inh
37	1	0.4	24	8	0.7
38	4	1.5	-14	-3	-0.8
39	-1	3.4	26	4	1.1
40	·	-0.7	·	6	-0.5
41	-1	-0.3	28	-12	·
42	·	·	·	9	0.4
43	-1	-0.2	16	-10	1.9
44	-1	-1.5	2	8	-0.2
45	-1	-1.9	5	6	1.0
46	-3	0.0	24	0	1.1
47	7	-2.2	13	2	-0.2
48	-2	3.2	13	11	·

Fetched one by one from above, two records:
#	compound	PriA SSB inh	CCHF vOTU inh	Anthrax LF prot	Vc quorum ag	BoNT-A LC inh2
44	COc1ccccc1CNC(=O)CC1Sc2ccccc2NC1=O (stereo not drawn)	4	3	0	i	-0.1
42	CC(C)(C)c1ccc(S(=O)(=O)NC(=O)C2(C)CCN2C(=O)Cc2cccc3ccccc23)cc1 (stereo not drawn)	·	18	-4	i	-0.3

#	SARS 3CLpro inh	PfHsp40 yeast	VHR inh abs	Y pestis TopoI	TcdB GH inh
44	-1	-1.5	2	8	-0.2
42	·	·	·	9	0.4

Following part
#	compound	PriA SSB inh	CCHF vOTU inh	Anthrax LF prot	Vc quorum ag	BoNT-A LC inh2
49	O=C1c2oc3ccc(Cl)cc3c(=O)c2C(c2cccc(Br)c2)N1CCO (stereo not drawn)	-12	11	0	i	-0.7
50	Cc1ccc(/C=N/NC(=O)NN(C)c2ncc(C(F)(F)F)cc2Cl)cc1	·	18	-2	i	-0.9
51	COCCn1c(SCc2ccc(C(=O)OC)o2)nnc1-c1c[nH]c2ccccc12	3&4&7	0	4	-1.5	-0.1
52	COC(=O)C1=C(c2c(C)noc2C)C[C@@H]2CC[C@H]1N2C(=O)NC(C)C	-31	7	0	i	-0.6
53	O=C(Nc1nccs1)c1cc(Cl)ccc1[N+](=O)[O-]	-12	-2	-2	-0.4	1.3
54	NS(=O)(=O)c1ccc(NC(=O)COC(=O)CSc2n[nH]c(-c3ccccc3)n2)cc1	-7	-12	-5	-7.1	-0.9
55	CN(Cc1nc(-c2ccc(Cl)cc2)no1)C(=O)c1ccco1	-11	2	5	i	-2.5

#	SARS 3CLpro inh	PfHsp40 yeast	VHR inh abs	Y pestis TopoI	TcdB GH inh
49	-1	-0.6	24	16	·
50	-1	1.9	9	3	4.1
51	-4	-0.3	-35	9	1.4
52	·	-0.9	·	5	0.2
53	6	-0.6	30	1	·
54	-6	1.6	34	-5	·
55	0	-0.8	-15	14	-0.8
